Screening results deposited in PubChem BioAssay by National Center for Advancing Translational Sciences (NCATS).
TRHR enhancer: allosteric enhancers of human TRH receptor; P34981; TRHR cells, fluo-8 calcium fluorescence, EC20 TRH enhancement; enhancement, % at 2 µM; 0.66% of 360,000 active; in the data active means enhancement above about 30%; further: 0% is about no effect
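Enhancer read-out: after compound pinning and an initial kinetic agonist-mode read, an EC20 of TRH (10 nM final) was injected and fluo-8 calcium signal (Ex 480/Em 530) followed at 1 s/cycle for 100 cycles in TRHR-expressing cells.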
Apoferritin bind: candidate novel general anesthetic via apoferritin binding; apoferritin/1-aminoanthracene competitive binding, fluorescence; Potency, µM (top dose mostly 77.5 µM), for the others: top-dose activity change, negative = displacement, hits mostly inhibitors; 0.074% of 350,000 active; further: potency means the concentration at half of the fitted maximal effect; on the % scale 0 is the no-effect control and ±100 the full control effect; nearly all actives have a fitted effect of over 20% in size
Target sequence (P02791 2-175 limits assumed): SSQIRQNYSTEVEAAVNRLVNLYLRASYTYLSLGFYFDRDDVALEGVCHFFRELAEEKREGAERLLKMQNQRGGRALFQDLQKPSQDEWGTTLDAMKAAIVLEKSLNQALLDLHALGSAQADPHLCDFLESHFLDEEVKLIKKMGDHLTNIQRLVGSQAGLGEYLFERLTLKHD
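10 uM apoferritin + 50% sat. 1-AMA, PBS; cpd 10 min RT; Ex380/Em535 endpoint; normalized to free probe vs complex; 4-param Hill fit; propofol titration as pos. ctrl.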
RXFP1 ag: RXFP1 (human) receptor agonism. Q9HBX9. HEK293T-RXFP1 cAMP TR-FRET, 30 min; response scale: percent of porcine relaxin response, buffer zero. Potency, µM (highest dose often 57.5 µM), without a hit: at the highest dose activation, hits mostly activators. 0.3% of 370,000 active; further: potency means the concentration at half of the fitted maximal effect; on the % scale 0 is the no-effect control and ±100 the full control effect; nearly all actives have a fitted effect of over 60% in size; many of its hits are not listed in these tables
Target sequence (Q9HBX9 whole entry, looked up): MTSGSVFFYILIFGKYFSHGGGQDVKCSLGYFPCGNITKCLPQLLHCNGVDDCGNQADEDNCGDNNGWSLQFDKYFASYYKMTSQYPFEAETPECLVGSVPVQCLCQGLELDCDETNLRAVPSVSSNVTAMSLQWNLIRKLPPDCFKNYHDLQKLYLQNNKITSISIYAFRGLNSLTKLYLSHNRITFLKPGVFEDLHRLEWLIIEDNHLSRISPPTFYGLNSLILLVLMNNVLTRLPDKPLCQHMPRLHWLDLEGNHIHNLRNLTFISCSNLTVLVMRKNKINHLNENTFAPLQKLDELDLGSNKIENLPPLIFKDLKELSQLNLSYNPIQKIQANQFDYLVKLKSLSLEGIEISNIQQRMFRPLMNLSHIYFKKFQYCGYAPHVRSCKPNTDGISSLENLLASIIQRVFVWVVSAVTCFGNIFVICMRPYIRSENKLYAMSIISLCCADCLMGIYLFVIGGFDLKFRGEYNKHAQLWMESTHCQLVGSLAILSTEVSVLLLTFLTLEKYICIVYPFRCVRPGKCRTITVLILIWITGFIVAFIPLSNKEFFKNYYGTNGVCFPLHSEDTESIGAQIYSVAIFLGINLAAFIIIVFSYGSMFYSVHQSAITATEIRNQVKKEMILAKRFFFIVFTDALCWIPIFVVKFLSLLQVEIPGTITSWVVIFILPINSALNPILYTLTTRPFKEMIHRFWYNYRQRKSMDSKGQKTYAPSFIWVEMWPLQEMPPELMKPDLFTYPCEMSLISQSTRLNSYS
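HEK293 cells stably expressing RXFP1, treated 30 min at 37C with compounds plus PDE4 inhibitor Ro 20174; cAMP measured by HTRF TR-FRET. Normalized to buffer and 29 nM porcine relaxin; EC50 by Hill fit.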
D2 PAM: positively modulates the human D2 dopamine receptor allosterically. 0.34% of 340,000 active. AID 485347. HEK293 T-REx D2, calcium flux, EC20 dopamine potentiation. P14416. potentiation, % at 10 µM;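 active means potentiation over 3 SD above the plate norm, cut at about 30% in these data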; further: 0% is about no effect
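Cells plated with tetracycline inducer and held overnight at 30 C; calcium dye loaded 30–90 min at room temperature; baseline taken, compound added and read 180 s; EC20 dopamine then added and read 180 s.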
D1 ag: human D1 receptor agonism; P21728; HEK293 T-REx D1 cells, calcium flux, agonist mode; activation, % at 2 µM; 1% of 360,000 active; AID 504660; in the data active means activation above about 30%; further: 0% is about no effect
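Inducible HEK293 T-REx D1 cells, force-coupled to calcium signalling, were plated at 4000 cells/well with tetracycline and held overnight at 30 C. After no-wash calcium dye loading, compound-evoked calcium rise over 180 s flagged agonists.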
TRHR ag: TRH receptor (human) agonism; P34981; 0.18% of 360,000 active; TRHR cells, calcium flux fluo-8, FDSS agonist mode; activation, % at 2 µM; in the data active means activation above about 30%; further: 0% is about no effect
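Steps: seed TRHR cells overnight; add fluo-8 no-wash Ca dye, RT 30 min–1.5 h; record 10 s baseline; pin-transfer compounds; monitor fluorescence 1 cycle/s for the agonist window. Calcium increases flag candidate agonists.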
D1 potentiator: potentiators of human D1 dopamine receptor; HEK293 TREx D1 cells, calcium flux, dopamine EC20 potentiation; potentiation, % at 10 µM; 0.036% of 360,000 active; AID 504651; P21728; in the data active means potentiation above about 30%; further: 0% is about no effect
RXFP1 antag: blocks the human relaxin receptor RXFP1; 0.59% of 350,000 active; Q9HBX9; activity change, negative = inhibition, % at 57.5 µM; HEK293-RXFP1, relaxin-stimulated cAMP HTRF, 30 min; stronger effect = lower value;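 active means activity change of -60% or lower, but not beyond a set lower limit; inconclusive means change between -60% and -40%, or beyond the set limit; inactive means change above -40%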; further: on the % scale 0 is the no-effect control and ±100 the full control effect
D1 antagonist: antagonists of human D1 dopamine receptor; AID 504652; HEK293 TREx D1 cells, calcium flux, dopamine EC80; stronger effect = lower value; 3.2% of 360,000 active; activity change, negative = inhibition, % at 10 µM; P21728; in the data active means activity change below about -30%; further: on the % scale 0 is the no-effect control and ±100 the full control effect
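Inducible Hek293 Trex D1 cells (tetracycline, overnight, 30 C). Calcium dye 30–90 min RT. Antagonist mode: EC80 dopamine added after 180 s compound read.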
Numbers without * were called inactive; ? = inconclusive; · = not tested or not shown; & = joins results of further samples; [ ] = dose if it differs, or a comment. Unless noted, the call rests on the fitted dose curve; in most records, active means well fitted curve in the direction sought with a large enough effect; inconclusive means small, poorly fitted or top-dose-only effect, or another doubt; inactive means no such curve, though single readings can be large; an effect the other way counts as inactive or inconclusive. These rows are one share of the data, so the mix of outcomes need not match the whole.

Results follow in this order: TRHR enhancer	Apoferritin bind	RXFP1 ag	D2 PAM	D1 ag	TRHR ag	D1 potentiator	RXFP1 antag	D1 antagonist
O=c1c(-c2cc(-c3ccccc3)nc3c2COc2ccc(Cl)cc2-3)coc2ccccc12
 : 6	4%	-4.3%	-5	0	-2.5	-1	·	-15
CCOCCn1c(=NC(=O)c2cc3ccccc3oc2=O)sc2cc(S(N)(=O)=O)ccc21
 : 0	-7%	4.1%	1	0	0.4	-2	-14	-1
O=C(Cn1c(=O)nc(-c2ccccc2)c2ccccc21)Nc1cccc(C(F)(F)F)c1
 : -1	35%[activator]	15%	2	9	-1.6	1	6	3
COc1ccc(NC(=O)C2CCN(C(=O)N3CCOc4ccccc43)CC2)cc1
 : 9	-13%	0.4%	10	3	0.1	-1	-8	14
CCOc1ccc(NC(=O)NNC(=O)COc2ccc3ccccc3c2)cc1
 : -1	-8%	-0.2%	-1	1	0.5	-4	-5	3
Cc1ccc(CSc2n[nH]c(N)n2)cc1
 : 24	-13%	-1.4%	-14	3	0.7	-1	7	9
C/C(=N\NC(=O)Cc1ccc(Br)cc1)c1cccnc1
 : -1	-8%	0.2%	·	-1	7.3	-6	4	5
O=C(CCC1CCCC1)N1CCN(C(=O)COc2ccccc2)CC1
 : -3	-20%	0.4%	-12	1	-0.4	1	3	6
CC(=O)N1c2ccc(S(=O)(=O)NCC3CCC(C(=O)NCCC(C)C)CC3)cc2CC1C (stereo not given)
 : -16	-18%	12%	-13	1	0.4	-6	6	10
COc1ccc2c(c1OC)CCC2=O
 : 3	5%	-0.4%	9	2	1.4	4	5	2
CCn1cc(S(=O)(=O)Nc2cccnc2)cn1
 : 1	-5%	-2.9%	-3	2	0.8	2	-4	-11
O=C(Nc1nnc(CCN2CCCCC2)s1)c1cccc(Cl)c1
 : -1	-9%	-0.9%	-3	4	0.0	9	-4	-14
CCOC(=O)c1ccc(S(=O)(=O)NCCN(CC)CC)cc1
 : 1	-6%	1.0%	-2	12	0.4	7	4	-21
CCOCCCNC(=O)c1cc(Sc2nnc(C)s2)nc2ccccc12
 : -3	-10%	-0.3%	-3	2	-0.1	1	-1	-15
[O-][n+]1onc2c1CCc1[nH]c(-c3ccccc3)nc1-2
 : -1	-12%	-0.1%	8	-1	-0.5	0	9	-44*
CC1CCN(S(=O)(=O)c2cccc(C(=O)N(C)C3CCS(=O)(=O)C3)c2)CC1 (stereo not given)
 : 3	7%	3.2%	-11	0	-0.9	-2	-5	2
C[n+]1cccc(C(=O)[O-])c1
 : -5	3%	-0.5%	4	0	1.6	-1	·	15
CCOc1cc(C2C(C(=O)OC)=C(C)N=C3SC(C)C(=O)N32)ccc1OC(C)=O (stereo not given)
 : -4	?	1.9%	4	4	-0.4	-6	9	-21
Cc1ccc(/C=C/C(=O)c2ccc([N+](=O)[O-])o2)cc1
 : -2	·	1.7%	7	2	-0.1	-2	·	-15
Cc1noc(C(=O)Nc2ccc3c(c2)OCO3)c1Cl
 : 0	0%	0.6%	-16	-1	-0.2	-1	·	0
COc1cc(CNCc2c(C(=O)O)c(C)n(Cc3cccc(Cl)c3)c2C)cc(OC)c1OC
 : 1	4%	-2.2%	4	5	1.7	-3	10	-7
CCOc1ccc(NC(=O)c2ccc(N3CC4CC(C3)c3cccc(=O)n3C4)c(N)c2)cc1 (stereo not given)
 : 0	-4%	0.4%	3	4	0.0	-5	-9	-5
CCOc1ccccc1CNC(=O)c1ccc2c(c1)N(CC)CCS2
 : -1&5	285%[activator]	15%&9.8%	-13&4	4&0	-0.3&-0.3	-5&-4	4&-2	16&-5
CSc1ccc(/C=C/C(=O)N2CCN(c3ccccn3)CC2)cc1
 : 1	?	1.0%	-2	3	0.8	-10	-19	-22
CCN(CC)S(=O)(=O)c1ccc(Cl)c(C(=O)NC2CCCC2)c1
 : -4	-9%	0.8%	-8	1	0.1	-8	-5	7
O=C(CCNS(=O)(=O)c1ccccc1F)NC1CCCCCC1
 : -3	·	0.9%	11	0	0.8	-3	-2	-18
Brc1ccc(C=Nc2ccc(Nc3ccccc3)cc2)s1
 : 0	-17%	-0.7%	12	2	0.2	12	-12	5
CCOc1ccc(C(=O)NC(=S)Nc2ccccc2N2CCOCC2)cc1Br
 : -2	-4%	-0.1%	-4	6	0.4	6	-12	12
O=C(NC1CCCC1)C(=O)N(Cc1cccnc1)C(C(=O)NC1CCCC1)c1ccco1 (stereo not given)
 : 7	-17%	-0.3%	·	1	-0.2	-1	2	9
Cn1c(SCC(=O)N2CCOCC2)ncc(C(=O)Nc2ccc(F)cc2)c1=O
 : 6	-3%	7.7%	2	3	0.4	-1	-4	·

Retrieved by compound from the list above:
Results follow in this order: TRHR enhancer	Apoferritin bind	RXFP1 ag	D2 PAM	D1 ag	TRHR ag	D1 potentiator	RXFP1 antag	D1 antagonist
CCN(CC)S(=O)(=O)c1ccc(Cl)c(C(=O)NC2CCCC2)c1
 : -4	-9%	0.8%	-8	1	0.1	-8	-5	7
CC(=O)N1c2ccc(S(=O)(=O)NCC3CCC(C(=O)NCCC(C)C)CC3)cc2CC1C (stereo not given)
 : -16	-18%	12%	-13	1	0.4	-6	6	10

Next section
Results follow in this order: TRHR enhancer	Apoferritin bind	RXFP1 ag	D2 PAM	D1 ag	TRHR ag	D1 potentiator	RXFP1 antag	D1 antagonist
CCOC(=O)CSc1nnc(CNC(=O)c2cccs2)n1Cc1ccccc1
 : -5	-10%	0.2%	-6	2	0.1	-1	3	10
O=C(NNC(=O)C1CC1c1ccccc1)c1cccc([N+](=O)[O-])c1 (stereo not given)
 : -16	5%	0.1%	0	1	-0.3	5	-23	-6
CCc1c(C)sc(NC(=S)Nc2nc(C)cc(C)n2)c1C(=O)OC
 : -2	1%	?	-2	4	0.9	-2	1	·
Cc1c(C(=O)NCc2ccccc2)oc2ccc(S(=O)(=O)N3CCC(C)CC3)cc12
 : -1	1%	0.5%	12	3	0.3	-1	-6	6
CC1CCC(C(C)C)C(OC(=O)Cn2nnc3c(cnn3-c3ccccc3)c2=O)C1 (stereo not given)
 : -1	-2%	0.0%	9	4	0.6	3	7	1
CC(C(=O)Nc1ccc(F)c(F)c1)N1CCN(C)CC1 (stereo not given)
 : -12	-8%	3.7%	-7	2	-0.2	-9	3	-8
Cc1cc(C)cc(NC(=S)N(CCCN2CCN(C)CC2)Cc2cccs2)c1
 : 5	-18%	-1.3%	·	11	1.7	-6	-8	-2
CC1CC(C)CN(CCCNC(=O)CN2C(=O)CSc3ccc(S(=O)(=O)N4CCCCC4)cc32)C1 (stereo not given)
 : -5	-11%	-1.1%	-3	3	2.2	-6	-9	1
CN1CCCN(C(=O)c2ccc(Cl)s2)CC1
 : 2	-4%	0.1%	4	5	0.3	-5	5	3
Cc1ccc(SCCC(=O)Nc2ccc(OCc3ccccc3)cc2)cc1
 : 2	-3%	-0.8%	7	7	0.3	-6	-13	4
O=C(Nc1cccc(NC(=O)c2ccccc2Cl)c1)c1cccc(Br)c1
 : 0	-7%	4.2%	4	8	1.9	-2	5	-3
CCOC(=O)c1c(-c2ccc(C)cc2)csc1NC(=O)c1cccc(N2C(=O)CCC2=O)c1
 : 1	5%	6.1%	3	1	-1.2	-2	-1	14
COc1cccc(/C=C2/SC(=O)N(C)C2=O)c1OCc1ccc(C(=O)O)cc1
 : 0	-6%	-2.2%	3	4	-0.4	0	0	-6
O=C(O)CC1=C(O)C(=O)N(c2ccccc2)C1c1ccc(Br)cc1 (stereo not given)
 : 12	-9%	-0.5%	-4	1	-0.2	2	-25	8
C=CCn1c(-c2cccnc2Cl)nc2cc(Cl)c(Cl)cc21
 : 1	-22%	2.2%	-8	0	-1.1	1	-4	14
O=C(CSc1nc(=O)n(CCCN2CCOCC2)c2c1CCC2)Nc1ccc([N+](=O)[O-])cc1
 : -7	·	-1.9%	3	2	0.3	5	-3	1
CCCCN(CC)CCCNC(=O)c1csc2c1CCCCC2
 : 11	-22%	0.0%	-17	1	-1.2	-11	-9	-21
COC(=O)C1=C(C)N(CCC2=CCCCC2)C(=O)C1
 : -3	0%	1.2%	-18	-2	0.1	-4	16	-12
CCCC(=O)N(Cc1cccnc1)c1nc2c(OC)ccc(Cl)c2s1
 : 11	1%	-3.2%	-1	2	0.0	7	36	-3
CCOC(=O)c1c(NC(=O)COC(=O)CCS(=O)(=O)c2ccc(C)cc2)sc(C)c1C
 : 0	-2%	1.8%	8	2	0.6	3	2	3
COc1ccc(CCNc2ncnc3c2cnn3-c2ccc(F)cc2)cc1
 : -8	1%	6.0%	-21	-2	0.3	-4	-18	-38*
CCN(c1ccccc1)S(=O)(=O)c1ccc(Cl)c(NC(=O)COC(=O)c2cc(O)c3ccccc3c2O)c1
 : 1	-3%	3.7%	0	3	1.1	-4	·	6
Cc1ccc2cccc(NC(=O)c3cccc4ccccc34)c2n1
 : -5	-9%	0.7%	12	1	-0.4	-1	-22	-18
COc1ccc(NC(=O)CSc2nnc(CCC(=O)Nc3ccc(C)c(Cl)c3)n2C)cc1
 : -2	-9%	0.2%	-6	0	0.1	0	-2	11
O=C(Nc1nccs1)c1ccc(S(=O)(=O)NCc2cccs2)cc1
 : -2	-23%	1.1%	6	8	-1.0	-7	-14	-16
CC[C@@H](Nc1ncnc2c1oc1ccccc12)C(=O)O
 : 1	10%	0.2%	7	4	-0.5	0	-2	-18
CC(C)C(=O)N1CCc2cc(-c3csc(N)n3)ccc21
 : 4	0%	0.1%	0	2	0.2	-6	-19	-43*
